# ATG4B inh: ATG4B (human) cysteine protease inhibition. Q9Y4P1. ATG4B cleavage of LC3-PLA2, NBD-HPC fluorescence, 1 h. inhibition, % at 8.33 µM. 0.51% of 340,000 active; in the data active = inhibition above about 40%
# EBI2 block: antagonists of human EBI2 receptor; P32249; 0.81% of 360,000 active; inhibition, % at 5 µM; EBI2 beta-arrestin recruitment, luminescence, 7a,25-OHC stimulated; in the data active = inhibition above about 38%;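 note: enzyme fragment complementation signal reports receptor beta-arrestin coupling in cells; 0% = agonist plus DMSO wells and 100% = wells without agonist; some results beyond the cut were filed as inactive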
# CCR6 antag: antagonists of human CCR6 receptor; P51684; CHO-K1 CCR6 PathHunter beta-arrestin, luminescence, CCL20-stimulated; inhibition, % at 20 µM; 0.49% of 340,000 active; AID 493098;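 active = compounds whose inhibition of the agonist-driven luminescence signal at 20 µM reaches about 50%, limit read from the data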;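 note: cells stimulated with CCL20 at 14 nM final; plate controls were DMSO with CCL20 for no effect and DMSO without agonist for full effect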
# Target sequence (P51684 whole entry, looked up): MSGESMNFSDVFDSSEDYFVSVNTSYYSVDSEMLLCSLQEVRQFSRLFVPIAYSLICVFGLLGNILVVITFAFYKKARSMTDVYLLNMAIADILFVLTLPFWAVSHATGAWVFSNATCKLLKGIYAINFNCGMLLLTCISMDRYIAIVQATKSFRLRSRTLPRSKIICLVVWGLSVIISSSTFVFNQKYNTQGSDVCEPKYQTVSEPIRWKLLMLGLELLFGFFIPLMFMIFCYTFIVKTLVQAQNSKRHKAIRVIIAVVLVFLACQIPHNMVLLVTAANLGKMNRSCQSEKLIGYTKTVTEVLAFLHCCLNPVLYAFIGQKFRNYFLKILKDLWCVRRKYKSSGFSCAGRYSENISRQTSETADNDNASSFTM
# UBC13 inh: inhibitors of human UBC13 polyubiquitin chain formation | P61088 | TR-FRET | inhibition, % at 20 µM | 0.47% of 330,000 active | AID 485273; in the data active = inhibition above about 45%, passing the limit was not always enough
# APJ antag: APJ receptor antagonism | CHO-K1 APJ beta-arrestin complementation, luminescence | inhibition, % at 20 µM | 0.32% of 330,000 active | AID 2521;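 active = inhibition above about 40% at 20 µM, limit read from the data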;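 note: cells challenged with 10 nM apelin-13 agonist together with compound; plate controls were apelin-13 plus DMSO wells for no effect and DMSO wells lacking apelin-13 for full effect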
# Target sequence (P35414 whole entry, looked up): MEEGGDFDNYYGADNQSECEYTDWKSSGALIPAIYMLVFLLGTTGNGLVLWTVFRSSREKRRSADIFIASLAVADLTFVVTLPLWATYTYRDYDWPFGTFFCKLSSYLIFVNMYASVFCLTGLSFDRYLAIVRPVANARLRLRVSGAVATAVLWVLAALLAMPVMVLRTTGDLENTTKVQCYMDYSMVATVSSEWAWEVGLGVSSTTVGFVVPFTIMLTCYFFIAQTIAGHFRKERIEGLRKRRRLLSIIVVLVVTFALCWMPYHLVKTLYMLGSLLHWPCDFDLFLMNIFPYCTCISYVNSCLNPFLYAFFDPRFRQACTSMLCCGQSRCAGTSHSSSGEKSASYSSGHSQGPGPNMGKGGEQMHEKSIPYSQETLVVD
# APJ ag: activates the human apelin receptor APJ; CHO-K1 APJ PathHunter beta-arrestin, luminescence; 0% DMSO wells, 100% apelin; activation, % at 20 µM; 0.11% of 330,000 active;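 active = activation more than six SD over the plate average, tested at 20 µM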;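 note: 0% = DMSO alone and 100% = apelin-13 at 10 nM; some results filed as inactive read as strong as hits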
#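 Assay system – PathHunter CHO-K1 APJ (AGTRL-1) beta-arrestin reporter cells · Compound – one dose, 20 µM compound, 1% DMSO · Timing – compound 90 min 25 °C, reagent 1 h · Measured by – luminescence from split beta-galactosidase complementation, Galacton Star/Emerald II substrate · Measure – beta-arrestin recruitment to APJ as agonist activity, luminescent signal · Benchmarks – DMSO vs Apelin-13 10 nM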
# CXCR6 inh: blocks human CXCR6 beta-arrestin recruitment; 0.36% of 360,000 active; CHO-K1 PathHunter CXCR6 beta-arrestin, luminescence; inhibition, % at 20 µM; O00574; in the data active = inhibition above about 34%, passing the limit was not always enough;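 note: antagonist mode with CXCL16 agonist at 10 nM final; 0% = 10 nM CXCL16 with DMSO and 100% = unstimulated wells without agonist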
# Target sequence (O00574 whole entry, looked up): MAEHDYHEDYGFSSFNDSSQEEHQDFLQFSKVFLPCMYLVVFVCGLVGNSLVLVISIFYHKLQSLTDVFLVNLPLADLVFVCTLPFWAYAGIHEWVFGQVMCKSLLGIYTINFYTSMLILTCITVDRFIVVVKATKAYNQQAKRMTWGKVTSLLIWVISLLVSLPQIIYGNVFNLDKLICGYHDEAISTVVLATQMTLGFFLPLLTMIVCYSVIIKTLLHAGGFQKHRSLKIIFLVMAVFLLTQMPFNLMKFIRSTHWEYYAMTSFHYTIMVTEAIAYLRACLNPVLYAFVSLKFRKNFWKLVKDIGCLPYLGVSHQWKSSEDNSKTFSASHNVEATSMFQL
# Gli-Sufu block: Gli-Sufu pathway antagonism. Sufu-KO-LIGHT fibroblasts, Gli luciferase reporter luminescence. inhibition, % at 5 µM. 0.74% of 340,000 active. AID 588413;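 active = inhibition above about 55%, limit read from the data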;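 note: 0% = DMSO-treated cells and 100% = wells with medium but no cells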
# * marks the source's active call; other numbers are inactive results; · = no result given.
SMILES,ATG4B inh,EBI2 block,CCR6 antag,UBC13 inh,APJ antag,APJ ag,CXCR6 inh,Gli-Sufu block
CCC(C)(C)n1nnnc1C(c1ccccc1OC)N1CCN(C(=O)c2ccco2)CC1 (stereo unspecified),4.0,8.4,17.9,3.1,-13.2,1.1,5.9,12.4
S=C(CN1CCCC1=S)NCCc1ccccc1,1.1,11.5,-4.8,2.3,24.3,-1.8,-1.6,13.4
COc1cc(C(=O)N2CCN(Cc3ccccn3)CC2)cc(OC)c1OC,-6.3,-2.3,8.9,3.6,4.2,-0.1,-9.2,9.7
COc1ccc(CCNC(=O)c2ccc(Cl)c(S(=O)(=O)N3CCCCCC3)c2)cc1,3.6,12.7,21.5,7.8,-17.0,-2.6,-8.6,-4.6
COc1ccc2nc(N(CCN(C)C)C(=O)c3ccc(C(=O)c4ccccc4)cc3)sc2c1,14.5,11.1,20.3,19.8,7.5,-4.7,13.8,13.7
COc1ccc(N2CC(C(=O)N/N=C/c3cccs3)CC2=O)cc1 (stereo unspecified),-13.7,6.9,-0.1,-5.0,-12.2,-1.1,-5.2,-7.7
O=C(Nc1cccnc1)Nc1ccc(F)c(Cl)c1,4.2,-6.4,-1.3,13.9,0.1,0.2,-6.2,-13.6
Cc1ccc(NC2=NC(c3ccc(O)cc3)n3c(nc(C)cc3=O)N2)cc1 (stereo unspecified),-8.0,3.8,-8.6,-2.2,7.5,-3.3,-4.9,1.9
COc1ccc(CNC(=O)C2(CC3CC(c4ccccc4)=NO3)CCN(C(=O)C3CCCC3)CC2)cc1 (stereo unspecified),-12.9,-8.4,6.1,10.8,18.2,7.6,3.7,-1.9
COc1ccccc1CC(=O)NNS(=O)(=O)c1ccc([N+](=O)[O-])cc1,-5.4,-9.3,-6.5,-9.4,-17.7,0.2,-2.7,-8.7
CCOc1ccc(/C=C(\C(=O)O)c2ccc(S(=O)(=O)N3CCCCC3)s2)cc1OC,-1.9,3.7,5.2,-0.1,-0.3,-2.1,4.5,1.8
COc1ccc(NC(=O)CN(C)C(=O)c2ccc(COc3ccccc3)cc2)cc1,-20.6,-6.9,5.7,6.6,1.6,-2.7,2.3,-0.1
Cc1ccc(Cl)c(OCC(=O)OC(C)C(=O)NC2CC2)c1 (stereo unspecified),5.5,-0.2,-5.9,-5.8,1.1,-2.8,-4.2,-4.9
Cc1ccc(CNC(=O)Nc2ccc(F)cc2)n1C,-11.6,-6.5,-5.2,·,·,·,-1.4,9.0
O=C(O)CNS(=O)(=O)c1cccc2nsnc12,-6.2,1.0,0.1,-7.2,-16.9,-0.6,1.8,1.1
CN(CCCC(=O)NCc1ccco1)S(=O)(=O)c1ccccc1,4.9,-1.2,12.1,6.0,-8.4,1.5,-0.2,-3.7
CCCc1nc(NCc2ccccc2)c(C#N)c2c1CCCC2,-1.4,29.1,17.7,-8.3,25.5,-0.8,0.6,-4.4
CN(C)c1ccc(NC(=O)CSCc2nc3c(nnn3Cc3ccc(F)cc3)c(=O)[nH]2)cc1,5.1,-17.9,-4.1,-12.5,-19.6,1.9,-4.2,1.1
Cc1c(NC(=O)CN2C(=O)NC3(CCCCC3)C2=O)c(=O)n(-c2ccccc2)n1C,-2.2,-5.9,-5.6,1.0,-5.8,-0.9,1.1,·
Cc1ccc(-c2nc3cc(NS(=O)(=O)c4ccc(C)cc4)ccc3o2)cc1,-3.6,3.1,-10.9,27.3,-1.1,-1.6,4.6,-1.4
COc1ccc(CCNC(=O)CN(C)S(=O)(=O)c2cccs2)cc1OC,2.6,1.1,2.1,-3.2,11.1,-0.3,-2.5,-4.0
COCCN1C(=O)N(c2cccc(C)c2)C(=O)C1CC(=O)Nc1ccc(F)cc1 (stereo unspecified),-3.2,6.4,3.6,-0.1,6.3,-0.3,4.6,-10.3
O=C(NC1(C(F)(F)F)NC(=O)N(c2ccc(F)c(Cl)c2)C1=O)c1ccncc1 (stereo unspecified),1.9,-1.2,0.1,10.0,3.6,-3.3,-0.3,-9.5
COc1ccc(OCC(=O)NCCNC(=O)c2ccncc2)cc1,2.1,-2.3,1.7,6.1,6.5,0.9,-9.0,-10.8
O=c1nccc(SCc2ccc(Cl)cc2Cl)[nH]1,-0.2,-8.7,12.5,12.7,3.0,-0.4,-5.7,-11.9
SMILES,ATG4B inh,EBI2 block,CCR6 antag,UBC13 inh,APJ antag,APJ ag,CXCR6 inh,Gli-Sufu block
CN(C(=O)c1ccc(OC2CCN(Cc3ccccn3)CC2)cc1)C1CCCCC1,0.2,-1.6,9.2,-0.2,6.6,11.8,0.6,·
Cc1ccc(/C=N/NC(=O)c2ccc3nc[nH]c3c2)s1,-6.4,-6.7,-3.0,-21.0,-18.6,-1.4,-13.3,-10.6
CCC(C)(C(=O)NC1CCCC1)N(C(=O)CNC(C)=O)c1ccc(C)cc1 (stereo unspecified),-0.6,-2.8,-15.2,5.2,0.8,-4.3,-12.0,-21.9
CCCC(C)NC(=O)Cc1ccccc1 (stereo unspecified),-5.8,-1.3,-1.2,4.4,7.9,-5.3,9.4,10.2
O=C(Nc1scc(-c2ccc(Br)cc2)c1C(=O)O)c1ccccc1F,31.8,1.0,-6.4,-0.6,-6.9,3.7,10.4,-53.2
CC(=O)Nc1ccc(S(=O)(=O)N2CCN(CC(=O)NC3CCCC3)CC2)cc1,-0.8,-7.7,10.6,8.8,8.8,-2.5,3.7,-1.1
O=C(NCC(=O)N(CC1CCCO1)C(C(=O)NC1CCCCC1)c1ccccc1)c1ccco1 (stereo unspecified),-2.7,-5.7,-8.9,-2.6,-2.7,-1.7,-1.4,4.0
COc1cc(C(=O)NCc2nnc(SCC(=O)c3ccc(Cl)cc3)o2)cc(OC)c1OC,-17.1,3.0,16.2,2.6,3.7,1.4,-3.3,6.0
O=C(C1CCN(S(=O)(=O)c2ccccc2F)CC1)N1CCc2ccccc2C1,3.9,6.3,6.6,19.5,10.5,-5.6,-0.9,6.3
CCOC(=O)c1c(C)oc2ccc(OC(=O)COc3c(F)c(F)c(F)c(F)c3F)cc12,-7.8,-1.1,-7.0,20.1,4.8,-2.4,6.9,-29.4
CC(=O)c1ccc(N2CCN(C(=S)Nc3cccc(Cl)c3)CC2)cc1,0.6,6.8,9.1,-3.8,13.9,0.3,-4.9,12.8
O=C(NCCc1csc(-c2cccnc2)n1)c1cccc2ccccc12,-2.8,-2.3,2.9,2.9,15.4,-0.8,-3.0,1.7
O=C(CSc1nc2ccccc2s1)NC1CCS(=O)(=O)C1 (stereo unspecified),10.6,-4.8,-1.5,-2.2,-1.6,3.1,0.2,-1.2
O=S(=O)(Nc1ccccc1)c1ccc(-c2csnn2)cc1,3.0,6.6,8.6,-0.2,-18.3,-1.1,-1.1,7.3
CCOc1ccc(CNc2ccc(CNc3ncn[nH]3)cc2)cc1,-3.4,-0.1,2.1,-2.9,12.8,-2.9,-2.0,-12.6
COc1ccc(N2C(C(C)=O)=NN(c3ccccc3)C2c2cccs2)cc1 (stereo unspecified),·,-14.9,·,4.8,2.7,-3.5,12.7,·
CNC(=S)N1CCn2cccc2C1c1ccc(F)cc1 (stereo unspecified),4.5,-3.0,1.7,17.9,22.5,-1.7,8.0,4.6
CCc1cccc2c(C(=O)CN3C(=O)NC4(CCCCC4)C3=O)c[nH]c12,-7.1,-3.6,3.1,1.1,9.2,1.1,0.6,1.6
O=C(CSCc1nc2ccccc2[nH]1)N1CCN(c2ccc(F)cc2)CC1,-2.4,-2.6,-6.7,-1.1,-1.5,1.3,-5.9,26.0
O=C(Nc1ccc(F)cc1)N1CCCCCC1,-8.9,4.7,-7.5,3.2,0.6,-2.5,3.3,-11.4
COc1ccccc1NC(=O)CCc1nnc2ccc(NCc3ccco3)nn12,-0.5,-4.0,-5.3,3.0,7.3,-7.7,-2.4,-4.0
CCCN1CC(=O)N2C(c3cccc(OC)c3OC)c3[nH]c4ccccc4c3C[C@H]2C1=O (stereo partly specified),0.6,2.3,8.1,3.5,-0.6,-0.4,1.7,0.2
COc1ccc(-n2ccn3c(CCC(=O)N4CCN(c5cccc(C)c5C)CC4)nnc3c2=O)cc1,0.5,5.2,12.7,-7.7,6.0,-1.2,5.8,-25.6
COc1ccccc1OCC(=O)Nc1nc2c(s1)CCCC2,2.8,4.7,2.2,-4.8,0.3,3.8,3.7,-29.5
COC(=O)c1ccc(S(=O)(=O)N2CCC(C(N)=O)CC2)n1C,8.8,-10.8,-1.1,10.0,13.5,-2.8,4.6,5.3
SMILES,ATG4B inh,EBI2 block,CCR6 antag,UBC13 inh,APJ antag,APJ ag,CXCR6 inh,Gli-Sufu block
C[C@@H]1CN([C@@H](C)CO)C(=O)Cc2cc(NC(=O)Nc3cccc4ccccc34)ccc2O[C@@H]1CN(C)S(C)(=O)=O,-10.7,-9.2,3.4,-4.6,5.7,0.4,-3.0,-5.6
C#CCn1c(C)cc(C)c(S(=O)(=O)c2ccccc2)c1=O,-0.6,-4.1,-0.7,-0.4,15.7,-3.0,14.0,-39.6
Cc1ccc(NC(=O)CN2C(=O)S/C(=C/c3ccc(-c4cccc(C(=O)O)c4)o3)C2=O)cc1,4.2,5.2,11.7,·,·,·,4.9,-11.3
O=C(NCc1ccc(F)cc1)c1cc(-c2ccco2)on1,0.7,-2.0,2.6,-7.8,-26.5,2.4,4.3,-33.1
Cc1cc(C(=O)Nc2cccc3ncccc23)no1,-4.1,1.6,4.6,-0.2,-7.1,-2.9,-1.9,-3.4
O=C(Cn1cnc2ccccc2c1=O)NCC1COc2ccccc2O1 (stereo unspecified),19.1,0.2,3.9,1.8,-10.7,2.5,4.0,-119.8
COc1ccc(/C=N/NC(=O)c2nc(-c3ccccc3)cc(-c3ccccc3)n2)cc1,5.2,29.6,-0.4,-4.3,3.8,-1.5,4.9,23.7
CCOC(=O)NC(NCC(O)c1ccccc1)(C(F)(F)F)C(F)(F)F (stereo unspecified),-1.8,-2.9,0.7,7.4,6.3,-4.0,1.1,0.4
COc1ccc(-n2nc(C(=O)NCC(=O)NCC3COc4ccccc4O3)c3ccccc3c2=O)c(OC)c1 (stereo unspecified),-30.8,-5.2,-4.4,-5.1,1.8,-1.7,5.2,-8.5
CC1CCCCN1C(=O)Cn1c(=O)n(-c2ccc(F)cc2)c(=O)c2sccc21 (stereo unspecified),-7.8,-0.8,4.9,-2.9,-17.0,0.1,0.3,5.5
O=c1cc(Cl)[nH]n(-c2ccccc2)c1=O,3.4,-2.0,8.1,1.4,10.0,-0.8,1.5,29.8
CCn1c(CNc2cccc(Cl)c2)nnc1SCc1ccccc1,-3.3,4.5,7.1,5.2,4.7,0.7,3.9,9.8
CCC(C)(C)NC(=O)C(c1ccc(OC)cc1)N(C(=O)CCC(=O)Nc1cc(C)on1)c1cccc(OC)c1 (stereo unspecified),-5.4,-2.7,8.7,-2.7,9.1,-1.0,2.4,-17.2
COc1ccc(-c2nnnn2C)cc1S(=O)(=O)NCCc1ccccc1,7.6,5.9,-3.6,-1.8,-0.3,-2.9,3.8,-0.7
Cn1c2ccccc2c2n[nH]c(=S)nc21,-6.5,-3.2,3.5,-19.4,-10.3,-1.1,-6.2,5.6

# Profiles from above:
# Shown for CCOc1ccc(/C=C(\C(=O)O)c2ccc(S(=O)(=O)N3CCCCC3)s2)cc1OC → ATG4B inh: -1.9; EBI2 block: 3.7; CCR6 antag: 5.2; UBC13 inh: -0.1; APJ antag: -0.3; APJ ag: -2.1; CXCR6 inh: 4.5; Gli-Sufu block: 1.8
# Shown for O=C(Nc1scc(-c2ccc(Br)cc2)c1C(=O)O)c1ccccc1F → ATG4B inh: 31.8; EBI2 block: 1.0; CCR6 antag: -6.4; UBC13 inh: -0.6; APJ antag: -6.9; APJ ag: 3.7; CXCR6 inh: 10.4; Gli-Sufu block: -53.2

# No new results follow: entries from further up.
SMILES,ATG4B inh,EBI2 block,CCR6 antag,UBC13 inh,APJ antag,APJ ag,CXCR6 inh,Gli-Sufu block
COc1ccc(-c2nnnn2C)cc1S(=O)(=O)NCCc1ccccc1,7.6,5.9,-3.6,-1.8,-0.3,-2.9,3.8,-0.7
Cn1c2ccccc2c2n[nH]c(=S)nc21,-6.5,-3.2,3.5,-19.4,-10.3,-1.1,-6.2,5.6

# From PubChem BioAssay
